STAT1 blocker: STAT1 signaling inhibitors, primary screen, cell-based, HTS, luciferase reporter; NIH 3T3 STAT1-luciferase reporter, IFN-gamma, luminescence; inhibition, % at 5.5 µM; 200,000 tested, 0.35% active;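 active = inhibition above a set limit, the mean inhibition across all tested compounds plus 3 SD, cut at about 34% in these data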;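 note: 0% = IFN-gamma with DMSO and 100% = IFN-gamma with 300 µM nifuroxazide; values of inactives mirror those of a sister screen read the other way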
PPARg SRC3 recr: PPARgamma agonists recruiting SRC-3 coactivator, primary screen, biochemical; Peroxisome proliferator-activated receptor gamma (Homo sapiens), P37231; biochemical PPARgamma/SRC-3 coactivator recruitment assay; activation, % at 8 µM; 200,000 tested, 0.26% active; in the data active = activation above about 23%;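 note: 0% = DMSO and 100% = reference agonist; some compounds past the cut are filed as inactive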
Target sequence (P37231 whole entry, looked up): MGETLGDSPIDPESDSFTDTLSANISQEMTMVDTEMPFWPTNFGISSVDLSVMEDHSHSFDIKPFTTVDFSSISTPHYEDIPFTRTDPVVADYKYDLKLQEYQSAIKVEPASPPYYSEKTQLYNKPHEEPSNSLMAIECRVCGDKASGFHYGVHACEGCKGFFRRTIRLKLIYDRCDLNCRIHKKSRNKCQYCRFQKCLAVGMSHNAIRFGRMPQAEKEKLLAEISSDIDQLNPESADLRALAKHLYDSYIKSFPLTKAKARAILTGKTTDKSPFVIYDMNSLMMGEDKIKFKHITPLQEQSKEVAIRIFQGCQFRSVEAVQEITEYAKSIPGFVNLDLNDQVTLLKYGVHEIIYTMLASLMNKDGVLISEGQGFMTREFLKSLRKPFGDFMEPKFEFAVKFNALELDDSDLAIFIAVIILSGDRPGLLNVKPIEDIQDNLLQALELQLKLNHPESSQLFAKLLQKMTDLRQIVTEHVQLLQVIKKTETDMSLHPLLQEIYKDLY
bIAP inh: bovine intestinal alkaline phosphatase inhibitors, primary screen, selectivity assay for TNAP inhibitor project, biochemical, bovine IAP, CDP-star luminescence; inhibition, % at 20 µM; alkaline phosphatase, intestinal [Bos taurus]; 190,000 tested, under 10 active; purified bovine IAP, 30 min; AID 1019, 2008;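 active = over 50% inhibition of intestinal alkaline phosphatase at 20 µM in the single-dose screen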
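System: purified bovine intestinal alkaline phosphatase (IAP) enzyme; Input: IAP diluted 1/65,000,000 in the well; Measured by: CDP-star luminescence signal; Compound dosing: 20 µM single dose; Incubation: 30 min reaction at room temperature.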
TR-FRET SRC-2 ct: TR-FRET signal artefacts, primary screen, artefact control for PPARgamma SRC-2 agonist project, biochemical; TR-FRET ratio at 8 µM; TR-FRET artefact counter-screen; hits give high values; 200,000 tested, 0.4% active; in the data active = TR-FRET ratio above about 2000; note: inactives centre near 1500
bIAP activator: bovine intestinal alkaline phosphatase activators, primary screen, biochemical, bovine IAP, CDP-star luminescence; alkaline phosphatase, intestinal [Bos taurus]; purified bovine IAP, 30 min; hits give high values; fold of DMSO-control signal, blank-subtracted; activation factor at 20 µM; 200,000 tested, 0.17% active;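 active = activation factor of 2 or more at 20 µM, a signal rise over negative controls twice the positive control's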
TNAP act hi DEA: TNAP activators at high phosphate acceptor level, primary screen, biochemical, luminescence, uHTS | purified TNAP, CDP-star luminescence, 1 M DEA, 30 min; hits give high values; 0 = EDTA background, 1 = DMSO-only activity | Alkaline phosphatase, tissue-nonspecific isozyme (Homo sapiens), P05186 | activation factor at 20 µM | 200,000 tested, under 10 active;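 active = activation factor at least 2 at 20 µM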
Target sequence (P05186 whole entry, looked up): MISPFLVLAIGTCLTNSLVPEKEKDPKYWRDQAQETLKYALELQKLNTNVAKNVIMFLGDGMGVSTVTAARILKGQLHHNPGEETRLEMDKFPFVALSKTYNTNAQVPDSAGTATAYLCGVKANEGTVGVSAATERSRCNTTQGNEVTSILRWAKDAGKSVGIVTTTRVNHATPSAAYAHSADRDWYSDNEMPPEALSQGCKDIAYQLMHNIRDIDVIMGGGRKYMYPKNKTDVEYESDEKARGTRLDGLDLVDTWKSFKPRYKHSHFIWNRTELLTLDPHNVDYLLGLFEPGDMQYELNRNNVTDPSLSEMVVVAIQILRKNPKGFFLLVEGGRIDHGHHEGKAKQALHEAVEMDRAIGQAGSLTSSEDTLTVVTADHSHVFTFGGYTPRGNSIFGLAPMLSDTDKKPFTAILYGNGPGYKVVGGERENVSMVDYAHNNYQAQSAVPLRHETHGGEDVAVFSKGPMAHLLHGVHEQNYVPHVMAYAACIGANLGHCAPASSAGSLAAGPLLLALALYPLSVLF
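Assay system: human TNAP; Input: enzyme diluted 1/800 final; Reagent: CDP-star luminogenic substrate at 100 µM final; Timing: 30 min, room temperature; Signal: luminescence; Evaluation: TNAP activation factor scaled between EDTA and DMSO control wells.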
STAT3 activator: IL-6 driven STAT3 reporter potentiators, primary screen, U3A cells, luciferase, luminescence, MLSCN library | IL-6 STAT3-luciferase reporter; 100% = signal with IL-6 EC80 alone | activation (% of control), % at 5.6 µM | 190,000 tested, 0.91% active;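 active = activation above the screen-wide mean of compound activation plus 3 SD, cut at about 130% in these data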;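 note: 0% = background luminescence of wells with medium and substrate only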
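Assay system – human STAT1-deficient U3A cells with stable STAT3-luciferase reporter · Also added – IL-6 (33 ng/mL) · Schedule – compound 1 h, then IL-6 6 h at 37 °C · Technique – reporter luminescence signal · Evaluation – % activation versus median of IL-6-stimulated wells · Benchmarks – IL-6-only wells as 100% reference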
PPARg SRC-2 ag: agonists of PPARg-SRC-2 recruitment, primary screen, biochemical, HTS; Peroxisome proliferator-activated receptor gamma (Homo sapiens), P37231; PPARgamma LBD-SRC-2 recruitment; activation, % at 8 µM; 200,000 tested, 0.34% active; AID 1032, 2008; in the data active = activation above about 22%;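 note: 0% = vehicle and 100% = reference agonist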
ROMK mod: ROMK potassium channel modulators, primary screen, cell-based, thallium flux, MLSMR library | Tet-inducible ROMK, thallium flux fluorescence; actives lie on both sides | 130,000 tested, 2% active | AID 1918, 2009 | B-score at 10 µM | ATP-sensitive inward rectifier potassium channel 1 (Homo sapiens), P48048;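 active = signal ratio slope over the read window, or its plate-corrected B-score, at least 3 SD from the plate mean, either direction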;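 note: B-score of the F/F0 ratio slope over 7 to 12 s after thallium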
STAT3 inh: IL-6 driven STAT3 reporter inhibitors, primary screen, U3A cells, luciferase, luminescence, MLSCN library; IL-6 STAT3-luciferase reporter; host cell line lacks STAT1; inhibition, % at 5.5 µM; 190,000 tested, 0.89% active;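 active = inhibition above the mean inhibition across all screened compounds plus 3 SD, cut at about 44% in these data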;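 note: 0% = DMSO only wells and 100% = 100 µM nifuroxazide control wells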
PPARg SRC1 recr: PPARgamma agonists recruiting SRC-1 coactivator, primary screen, biochemical; PPARgamma-SRC-1 coactivator recruitment biochemical assay; activation, % at 8 µM; 200,000 tested, 0.41% active; AID 631, 2007; in the data active = activation above about 19%;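 note: 0% = DMSO and 100% = reference agonist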
Numbers without * were called inactive; · = not tested or not shown.

SMILES	STAT1 blocker	PPARg SRC3 recr	bIAP inh	TR-FRET SRC-2 ct	bIAP activator	TNAP act hi DEA	STAT3 activator	PPARg SRC-2 ag	ROMK mod	STAT3 inh	PPARg SRC1 recr
CSc1nc(-c2ccco2)nn1C(=O)c1ccc(Cl)cc1	-4	-7	8	1445	0.9	1	104	-4	·	0	1
COc1cc(C2NC(=O)CS2)cc(OC)c1OC (centres undefined)	10	3	11	1744	0.9	1	84	6	-0.041	22	1
Cc1cc(=O)n2[nH]c(-c3ccc(C(C)(C)C)cc3)cc2n1	-6	-17	5	1199	1	1	92	-3	-0.085	7	-5
CCn1c(=O)c2cc(C(=O)Nc3cc(C)on3)sc2c2ccccc21	0	6	4	1558	1	1	91	-2	·	20	-3
CCN(CC(=O)Nc1ccc2c(c1)OCCO2)S(=O)(=O)c1ccc(C)cc1	4	6	0	1571	1	1	94	-5	·	8	1
Cc1ccc(S(=O)(=O)N(CC(=O)NCCSCc2ccco2)c2ccc(F)cc2)cc1	-2	-7	4	1457	1	1	106	-3	-0.87	5	4
Cc1cc(C)c(S(=O)(=O)N2CCN(CCO)CC2)c(C)c1	0	-2	-6	1524	1.1	1.1	108	-13	·	-1	6
Cc1[nH]nc2c1/C(=N/O)CC(c1ccccc1)C2 (centres undefined)	-3	-11	-21	1631	1.2	1.1	99	-6	·	4	0
COc1ccccc1NC(=O)N(Cc1ccccc1)c1ccccn1	-6	3	31	1662	0.7	1	100	6	·	4	7
Cc1cc(C)nc(/N=C(\N)Nc2ccc(C)c([N+](=O)[O-])c2)n1	17	0	11	1650	0.9	1	88	6	·	20	6
Cc1cc(/C=C2/SC(=O)NC2=O)c(C)n1-c1ccc(N2CCOCC2)cc1	-15	0	-2	1559	1	1	109	7	-0.082	-13	-2
O=C(COC(=O)CNS(=O)(=O)/C=C/c1ccccc1)Nc1cccc2ccccc12	8	-2	-8	1377	1.1	1	110	4	0.73	-9	-4
Cc1nc2ccc([N+](=O)[O-])cc2nc1C	-1	1	-1	1564	1	1	93	8	-0.65	12	1
O=C(O)/C=C/c1nc(-c2ccccc2)n2ccccc12	-8	4	9	1727	0.9	1	90	1	·	11	0
CCO[C@@H]1OC(C(=O)O)=C[C@H](C)[C@H]1CCCO	5	-3	1	1569	1	1	·	-2	·	·	6
O=c1ccc(NS(=O)(=O)c2ccccc2Cl)cn1Cc1ccc(Cl)c(Cl)c1	-2	0	-8	1780	1.1	1	104	7	0.81	2	-1
CCOC(=O)C1CCN(C(=O)COC(=O)COc2ccc(Cl)cc2)CC1	-5	-5	1	1687	1	1.1	115	3	-1.4	-10	-4
CN=C1S/C(=C\c2cn(CC(=O)OC)c3ccccc23)C(=O)N1C	-9	-1	3	1266	1	1	135*	-3	0.78*	-42	11
CC(C)Cn1nc(C(=O)OCC(=O)NCC(F)(F)F)c2ccccc2c1=O	7	6	3	1786	1	1	102	12	·	0	7
CCOc1c(Br)cc(/C=C2\C(=O)N(CCC#N)N=C2C)cc1OC	-5	-3	17	1476	0.8	1	95	-2	0.3	9	1
O=C(CSc1nc2ccccc2n1CC(=O)N1CCCC1)N1CCN(C(=O)c2ccco2)CC1	0	5	19	1531	0.8	1	96	8	·	7	5
Cc1ccc(S(=O)(=O)C(C#N)c2nc3ccccc3nc2OC(C)C)cc1 (centres undefined)	7	0	12	1606	0.9	0.9	110	3	·	-8	-4
O=C(COC(=O)c1cncc(Br)c1)NCCC1=CCCCC1	20	-4	-3	1649	1	1	106	4	·	-3	0
Cc1ccc2c(c1)c1c(n2C)C(C(N)=O)CCC1 (centres undefined)	4	3	-3	1559	1	1	100	4	-0.88	3	3
O=c1[nH]c2ccc(S(=O)(=O)NCCO)cc2[nH]1	-6	1	-4	1426	1	1	96	-8	1.5*	8	0
O=C1CCCCC1c1cccc2ccccc12 (centres undefined)	4	-1	-3	1486	1	1	102	-2	-0.17	2	-1
Cc1cc(C)c(C#N)c(SCc2ccccc2)n1	0	0	-11	1425	1.1	1	91	4	·	12	2
Cc1ccnc(NC(=O)Nc2ccc3c(c2)N(C)C(=O)CS3)c1	-89	4	1	1666	1	1	81	3	-0.63	25	-3
CCc1nnc(NC(=O)C2(C)COC(c3ccc(OC)cc3)OC2)s1 (centres undefined)	2	1	-18	1369	1.2	1	104	-12	·	-1	-6
Cc1cccc(-n2cc(-c3ccccc3)c3c(NN4CCOCC4)ncnc32)c1	2	6	-8	1720	1.1	1	94	6	-0.98	10	7
CC(C)C(=O)OC/C(O)=C(\C#N)c1nc2ccccc2[nH]1	-1	-2	28	1567	0.7	1	109	-8	-0.75	-9	1
O=C1CN(C(=O)c2cc(Br)c(Br)s2)c2ccccc2N1	-2	-4	26	1523	0.7	1	83	4	-0.051	20	0
CC(C)CCNC(=O)Cc1ccc(Nc2nc(=S)[nH]c3ccccc23)cc1	-9	-1	10	1848	0.9	1	100	7	-0.31	2	11
N#Cc1c(-c2ccccc2Cl)cc(-c2ccccc2)[nH]c1=S	3	6	8	1570	0.9	1	101	3	-0.089	1	8
CC(=O)N1CCCN(Cc2cn(-c3ccc(C)cc3)nc2-c2ccc(F)cc2)CC1	13	-2	-8	1315	1.1	1	83	-3	-1.7	24	1
COC(=O)c1ccccc1NC(=O)CSc1nccn1C	-8	-4	5	1326	1	0.9	94	-5	·	12	2
CCCC(C)NC(C)C(=O)NC1CCCC1 (centres undefined)	-2	2	1	1634	1	1	96	4	·	10	9
CCOC(=O)C1=C(CSc2nc3c(cc2C#N)CN(C)CC3)OC(N)=C(C#N)C1c1ccc(Cl)cc1 (centres undefined)	10	5	-7	1782	1.1	1	102	11	·	3	12
COc1ccc(OCC(=O)OCCNC(=O)c2cccnc2)cc1	-3	2	22	1556	0.8	1.1	106	-2	0.067	-3	-8
COc1ccc2c(c1)C(=O)N(c1ccccc1C)C(=O)C2(C)C	-8	3	5	1452	0.9	1.1	102	2	0.071	2	0
COc1ccc(CC(NC(C)=O)C(=O)NC2CCN(S(=O)(=O)c3ccc(NC(C)=O)cc3)CC2)cc1OC (centres undefined)	0	1	-14	1618	1.1	1	105	-4	-0.25	-3	6
C=CCOC(=O)C1=C(C)NC(=O)NC1c1ccc(Cl)cc1 (centres undefined)	-1	-1	17	1580	0.8	1.1	101	5	·	7	2
O=C(CSc1ncnc2ccccc12)c1ccc2c(c1)OCCO2	-25	0	3	1689	1	1	86	2	·	15	-4
CCOC(=O)c1c(C)[nH]c(C)c1C(=O)CSc1ncccn1	-4	-3	14	1589	0.9	1	93	9	0.023	7	4
COC(=O)c1sc(=S)n(-c2ccc(Cl)cc2)c1C	2	5	11	1536	0.9	1	104	9	0.75	1	7
O=C(NNC(=O)c1ccc2c(c1)OCO2)NC1CCCCC1	1	-2	9	1501	0.9	1	111	-2	·	-5	3
CCCC1(C(=O)OCC)NC(c2ccc(N(C)C)cc2)C2C(=O)N(c3ccc4c(c3)OCCO4)C(=O)C21 (centres undefined)	1	6	3	1345	1	1	106	8	0.25	-4	-6
O=[N+]([O-])c1cc(S(=O)(=O)Nc2ccccc2)ccc1NCc1cccnc1	4	2	8	1567	0.9	1	99	6	·	-3	-1
CCC(C)NC(=O)CCCCCn1c(=O)[nH]c2cc(OC)c(OC)cc2c1=O (centres undefined)	-6	-4	0	1517	1	1.1	105	-10	·	0	1
COC(=O)c1oc2ccc(Br)cc2c1NC(=O)c1ccccc1	-7	4	·	1509	0.5	1	79	-2	·	32	9
Carrying on.
SMILES	STAT1 blocker	PPARg SRC3 recr	bIAP inh	TR-FRET SRC-2 ct	bIAP activator	TNAP act hi DEA	STAT3 activator	PPARg SRC-2 ag	ROMK mod	STAT3 inh	PPARg SRC1 recr
CCCNS(=O)(=O)c1ccc(Oc2ncc(C(F)(F)F)cc2Cl)cc1	-3	5	12	1558	0.9	1	104	-1	·	-2	4
COc1ccccc1C1=Nn2c(COc3ccccc3)nnc2SC1	14	-1	-7	1372	1.1	1	124	-7	0.049	-19	-1
O=C(Nc1ccc(Nc2ccccc2)cc1)C(Cl)(Cl)Cl	3	1	25	1546	0.8	1	107	-3	-0.79	-6	3
COc1ccc(OC)c(C=Nc2ccccc2-c2nc3ccccc3[nH]2)c1	-24	6	4	1403	1	1	107	6	·	-13	3
O=C(CCCn1c(=O)oc2ccccc21)Nc1cccnc1	0	-5	6	1453	0.9	1.1	106	-1	·	-4	-5
CCOC(=O)N1CCC2(CC1)CC(=O)c1c(ccc3oc(C(=O)O)c(C)c13)O2	1	-1	3	1515	1	1	101	5	·	6	-2
[O-][n+]1onc2c1CCc1nnccc1-2	22	-9	3	1500	1	1.1	98	0	·	8	3
O=C(O)CCn1c(=O)n(CCC(=O)O)c(=O)n(CCC(=O)O)c1=O	-10	-3	-4	1415	1	1	102	-3	-0.059	0	-1
CCOC(=O)C1CCCN(c2ccc(NC(=O)c3snc4c(=O)[nH]c(C)nc34)cc2)C1 (centres undefined)	-2	2	-2	1779	1	1	89	14	·	24	0

Compound profiles (already shown). Order of values: STAT1 blocker | PPARg SRC3 recr | bIAP inh | TR-FRET SRC-2 ct | bIAP activator | TNAP act hi DEA | STAT3 activator | PPARg SRC-2 ag | ROMK mod | STAT3 inh | PPARg SRC1 recr
[O-][n+]1onc2c1CCc1nnccc1-2 across the screens: 22 | -9 | 3 | 1500 | 1 | 1.1 | 98 | 0 | · | 8 | 3
COc1ccccc1C1=Nn2c(COc3ccccc3)nnc2SC1 across the screens: 14 | -1 | -7 | 1372 | 1.1 | 1 | 124 | -7 | 0.049 | -19 | -1
O=C(O)CCn1c(=O)n(CCC(=O)O)c(=O)n(CCC(=O)O)c1=O across the screens: -10 | -3 | -4 | 1415 | 1 | 1 | 102 | -3 | -0.059 | 0 | -1
CCOC(=O)N1CCC2(CC1)CC(=O)c1c(ccc3oc(C(=O)O)c(C)c13)O2 across the screens: 1 | -1 | 3 | 1515 | 1 | 1 | 101 | 5 | · | 6 | -2

Screens (PubChem BioAssay)
